FLuc modulator = inhibits or activates purified firefly luciferase, miR-21 counter-screen; P08659; Potency, µM (doses to about 57.5 µM), without a hit: top-dose activity change, negative = inhibition, most hits filed as inhibitors; AID 588342; purified FLuc, Km substrates, luminescence inhibition; hit rate 6.9% among 360,000;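 note: potency is the fitted concentration of half-maximal effect; plate controls were vehicle for no effect and reference inhibitor for full effect; nearly all actives have a fitted effect of over 55% in size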
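Purified P. pyralis luciferase, 10 nM final, with Km-level 10 uM D-luciferin and 10 uM ATP in 50 mM Tris acetate pH 7.5, 10 mM Mg acetate, 0.01% Tween-20, 0.05% BSA; 6-point qHTS titration about 60 µM downward; luminescence read.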
MBNL1-CUG inh = blocks human MBNL1 binding to CUG repeat RNA | hit rate 0.036% among 280,000 | AID 2675 | TR-FRET MBNL1-His/biotin-(CUG)12 binding, 665/545 ratio | Q9NR56 | Potency, µM (titrated, usually from 57.5 µM), inactives show top-dose activity change, negative = inhibition, usual class: inhibitors; active = well fitted inhibition curve with a large enough effect in the signal ratio, with a control signal flat, not every such curve was filed as active; inconclusive = small, poorly fitted or top-dose-only effect, or effect the other way, or a change in a side signal; inactive = no such curve, though single readings can be large or run the other way; the % refers to the signal ratio; note: potency is the fitted concentration of half-maximal effect; % is set by controls: 0 for no effect and ±100 for the full control effect
Target sequence (Q9NR56 whole entry, looked up): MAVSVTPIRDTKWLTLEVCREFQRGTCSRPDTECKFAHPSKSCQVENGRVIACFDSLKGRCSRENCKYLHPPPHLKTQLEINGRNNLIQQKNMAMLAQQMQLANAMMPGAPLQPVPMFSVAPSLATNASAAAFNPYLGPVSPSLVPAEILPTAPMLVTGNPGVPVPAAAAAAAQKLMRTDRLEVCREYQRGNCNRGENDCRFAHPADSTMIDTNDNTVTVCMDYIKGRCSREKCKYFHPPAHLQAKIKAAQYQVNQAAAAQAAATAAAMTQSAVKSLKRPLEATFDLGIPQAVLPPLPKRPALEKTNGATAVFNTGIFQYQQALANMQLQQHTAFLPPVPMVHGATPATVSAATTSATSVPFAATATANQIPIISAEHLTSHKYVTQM
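MBNL1-His + Biotin-(CUG)12, cpd titration 92 nM–58 uM; Tb anti-His Ab 0.055 ng/ul, SA-XL665 5 nM (final); 60 min RT; ratiometric 665/545 nm, Ex 340 nm; normalized to buffer and full-complex controls.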
ELG1 DNA repair = inhibitors of ELG1-dependent DNA repair in HEK293T cells. HEK293T ELG1-luciferase reporter, luminescence, 16 h; DNA damage induced by 5-fluorouridine. Potency, µM (series often up to 46.1 µM), for the others: at the top dose activity change, negative = inhibition, hits mostly inhibitors. hit rate 2.3% among 330,000. AID 504467; note: potency is the fitted concentration of half-maximal effect; % is set by controls: 0 for no effect and ±100 for the full control effect; nearly all actives have a fitted effect of over 55% in size
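Cells (2,000 per well) received 5-fluorouridine plus test compound or DMSO and were incubated 16 hr at 37 °C, 5% CO2. Luciferase activity was read by luminescence 30 min after ONE-Glo addition; signal suppression marked inhibition of damage-induced ELG1 function.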
Gal4-VP16 FLuc = Gal4-VP16 reporter inhibition counter-screen. Drosophila S2 Gal4-VP16 UAS-luciferase, luminescence, 20 h. AID 2546. Potency, µM (top dose mostly 53.6 µM), without a hit: top-dose activity, negative = inhibition, usual class: inhibitors. hit rate 3.5% among 310,000;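 note: Gal4-VP16 expression switched on by copper sulfate through the metallothionein promoter; potency is the fitted concentration of half-maximal effect; % is set by controls: 0 for no effect and ±100 for the full control effect; nearly all actives have a fitted effect of over 50% in size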
Menin MLL FP TR = menin-MLL binding inhibition, Texas Red mutant peptide | O00255 | Menin + Texas Red MLL mutant peptide, fluorescence polarization | Potency, µM (titrated, usually from 61.6 µM), inactives show at the highest dose FP activity change, negative = inhibition, hits mostly inhibitors | hit rate 0.23% among 270,000; active = well fitted inhibition curve with a large enough effect in the polarisation, with a control signal flat, not every such curve was filed as active; inconclusive = small, poorly fitted or top-dose-only effect, or effect the other way, or a change in a side signal; inactive = no such curve, though single readings can be large or run the other way; the % refers to the polarisation; note: potency is the fitted concentration of half-maximal effect; % of control where 0% means no effect; many of its hits are not listed in these tables
NPC1 promoter act = NPC1 promoter activation | AID 485313 | hit rate 2.4% among 320,000 | Potency, µM (titrated, usually from 9.22 µM), for inactives: top-dose activation, hits mostly activators | Huh7 NPC1 promoter luciferase reporter, 24 h;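 note: potency is the fitted concentration of half-maximal effect; % of control where 0% means no effect; nearly all actives have a fitted effect of over 60% in size; reporter is driven by a mutant NPC1 promoter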
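In 1536-well qHTS, Huh7 cells harboring an NPC1 promoter–luciferase construct received compound for 24 h; activation was quantified by luminescence following luciferase reagent addition.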
KCNH2 3.1 inh = inhibitors of human KCNH2 3.1 potassium channel isoform; U2OS KCNH2 3.1, thallium flux FluxOr; hits give low values; activity change, % (tested at about 1.8 µM); hit rate 0.95% among 340,000; AID 720553;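 active = maximum activity change below -70%; inconclusive = maximum activity change from -70% to -50%; inactive = maximum activity change above -50%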;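 note: thallium influx rate constant from kinetic fluorescence after stimulation buffer; % is set by controls: 0 for no effect and ±100 for the full control effect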
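Kinetic fluorescence (2 min after stimulation buffer) measures Tl+ influx through KCNH2 3.1 expressed by viral transduction in U2OS cells; the rate constant is normalized against DMSO controls serving as positive and negative references.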
Rab9 prom act = activators of Rab9 promoter; Huh7 Rab9 promoter-luciferase reporter, luminescence, 24 h; Potency, µM (top dose mostly 9.22 µM), for the others: at the top dose activation, negative = inhibition, hits mostly activators; hit rate 2.8% among 320,000; note: potency is the fitted concentration of half-maximal effect; % of control where 0% means no effect; nearly all actives have a fitted effect of over 60% in size
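Rab9 promoter-driven luciferase in stably transfected Huh7 cells; 1500 cells/well rested 2 h, exposed to compound in DMSO for 24 h at 37 °C, 5% CO2. Luminescence read 10 min after adding luciferase reagent at ambient temperature.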
PKM2 activator = increases activity of human pyruvate kinase M2; purified PKM2, Kinase-Glo ATP luminescence, activation; response scale: 0% is enzyme alone, no compound; P14618; Potency, µM (series often up to 57.5 µM), inactives show at the top dose activation, usual class: activators; hit rate 0.34% among 260,000; note: potency is the fitted concentration of half-maximal effect; % is set by controls: 0 for no effect and ±100 for the full control effect; nearly all actives have a fitted effect of over 55% in size
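Purified hPK-M2 (>95%) run at intermediate activity with 0.1 mM ADP and 0.5 mM PEP in 50 mM imidazole pH 7.2, KCl, MgCl2; 1 h room temperature. ATP formed read by Kinase-Glo luminescence; normalized to uninhibited and no-enzyme controls.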
Mito fusion yeast = inhibitors of mitochondrial division or activators of mitochondrial fusion; S. cerevisiae fusion-defective mutant growth rescue, CellTiterGlo 48 h; hit rate 0.23% among 320,000; Potency, µM (series often up to 46.1 µM), without a hit: at the highest dose growth rescue (activation), actives largely listed as activators;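 note: potency is the fitted concentration of half-maximal effect; % of control where 0% means no effect; nearly all actives have a fitted effect of over 45% in size; temperature-sensitive fusion mutants such as fzo1-1 at 37 °C on non-fermentable ethanol glycerol medium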
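Growth-rescue viability read-out: after 48 h at the non-permissive 37C in glycerol/ethanol YPEG, yeast mitochondrial fusion mutants are measured by CellTiterGlo luminescence; compounds (23 nl pinned per well) restoring growth score as division inhibitors or fusion activators.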
RORgamma inh = blocks mouse ROR gamma transcriptional activity. Drosophila S2 Gal4-RORgamma UAS-luciferase reporter, 20 h. Potency, µM (titrated, usually from 53.6 µM), inactives show at the highest dose activity change, negative = inhibition, most hits filed as inhibitors. hit rate 5.4% among 310,000. AID 2551; note: potency is the fitted concentration of half-maximal effect; % is set by controls: 0 for no effect and ±100 for the full control effect; nearly all actives have a fitted effect of over 60% in size
Target sequence (P51450 whole entry, looked up, the tested form may be a part): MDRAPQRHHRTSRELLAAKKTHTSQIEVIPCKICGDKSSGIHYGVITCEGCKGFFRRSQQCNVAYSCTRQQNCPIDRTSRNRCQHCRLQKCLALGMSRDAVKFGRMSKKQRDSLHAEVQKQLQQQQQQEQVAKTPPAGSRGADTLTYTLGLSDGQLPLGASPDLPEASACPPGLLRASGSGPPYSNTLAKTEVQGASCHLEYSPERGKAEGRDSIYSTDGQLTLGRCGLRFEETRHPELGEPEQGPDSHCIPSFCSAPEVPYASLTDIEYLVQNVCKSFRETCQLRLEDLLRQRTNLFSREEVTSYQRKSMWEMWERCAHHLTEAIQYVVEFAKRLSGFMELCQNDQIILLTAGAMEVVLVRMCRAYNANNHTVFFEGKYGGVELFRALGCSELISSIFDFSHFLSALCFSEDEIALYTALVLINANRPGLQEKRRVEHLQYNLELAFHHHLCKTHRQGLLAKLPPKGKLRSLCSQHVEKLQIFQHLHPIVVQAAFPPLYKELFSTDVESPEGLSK
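Compounds are pin-transferred onto Drosophila Schneider cells expressing a copper-inducible Gal4–ROR gamma transactivation domain fusion. After 1 hr, copper sulfate is added to 700 uM final; luciferase is read 20 hr later.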
Starred values were filed as active, the others as inactive; ? = inconclusive; nt = not tested or not shown; & = joins results of further samples; [ ] = remark or other dose. Unless noted, calls come from the whole dose curve; as a rule, active = well fitted curve in the direction sought with a large enough effect; inconclusive = small, poorly fitted or top-dose-only effect, or another doubt; inactive = no such curve, though single readings can be large; an effect the other way counts as inactive or inconclusive.

nr	Compound	Gal4-VP16 FLuc	KCNH2 3.1 inh	Rab9 prom act	Mito fusion yeast	RORgamma inh	MBNL1-CUG inh	FLuc modulator	NPC1 promoter act	Menin MLL FP TR	ELG1 DNA repair	PKM2 activator
1	CCCc1cc(=O)oc2cc(C)c(CN3CCCC3)c(O)c12	0%	-2	2%	3%	11%	7%	0%	-2%	?	0%	0%
2	CCOC(=O)C1(Cc2cccc(Cl)c2)CCCN(C(=O)CCOC)C1 (stereo unspecified)	-13%	2	15%	1%	2%	-12%	?	4%	?	5%	0%
3	Cc1cc(C)c2nc(-c3ccccn3)cc(C(=O)Nc3ccc(S(=O)(=O)Nc4onc(C)c4C)cc3)c2c1	-1%	5	-3%	-1%	?	4%	?	-2%	?	-7%	1%
4	CC1(C)CC(=O)C2=C(C1)NC(=O)CC2c1ccc(N(CCC#N)CCC#N)cc1 (stereo unspecified)	nt	2	0%	0%	-8%[0.365 µM]	-2%	-1%	-1%	11%	16%	-5%
5	Cc1ccc(S(=O)(=O)Nc2cccc(S(=O)(=O)N3CCCC3)c2)cc1C	nt	6	-4%	-1%	nt	nt	-2%	-2%	nt	-6%	nt
6	Cc1occc1-c1nnc(SCC(=O)N2CCCC(C)C2)o1 (stereo unspecified)	nt	3	-2%	3%	nt	nt	nt	2%	nt	?	nt
7	CCCCn1nc2cc(C(=O)NC3CCc4ccccc43)ccc2c1OCC (stereo unspecified)	-26%	-1	-2%	23%	-38%	-7%	-1%	0%	-1%	?	4%
8	COc1ccc(CN2C(=O)c3ccccc3C2=O)cc1C(=O)Nc1ccccc1N1CCOCC1	16%	9	8%	12%	7%	-2%	-18%	-6%	18%	?	-3%
9	Cn1c(=O)c(C(=O)CN2CC(=O)Nc3ccccc32)c(N)n(Cc2ccccc2)c1=O	-9%	-14	-3%	1%	-2%	7%	6%	-5%	-7%	-8%	20%
10	O=P(O)(C(O)c1ccccc1)C(O)c1ccccc1 (stereo unspecified)	nt	14	-1%	-9%	nt	nt	2%	1%	nt	5%	nt

Filtered by structure: the compounds so far containing a carbonyl joined to an NH by a bond outside any ring (3)
nr	Compound	Gal4-VP16 FLuc	KCNH2 3.1 inh	Rab9 prom act	Mito fusion yeast	RORgamma inh	MBNL1-CUG inh	FLuc modulator	NPC1 promoter act	Menin MLL FP TR	ELG1 DNA repair	PKM2 activator
3	Cc1cc(C)c2nc(-c3ccccn3)cc(C(=O)Nc3ccc(S(=O)(=O)Nc4onc(C)c4C)cc3)c2c1	-1%	5	-3%	-1%	?	4%	?	-2%	?	-7%	1%
7	CCCCn1nc2cc(C(=O)NC3CCc4ccccc43)ccc2c1OCC (stereo unspecified)	-26%	-1	-2%	23%	-38%	-7%	-1%	0%	-1%	?	4%
8	COc1ccc(CN2C(=O)c3ccccc3C2=O)cc1C(=O)Nc1ccccc1N1CCOCC1	16%	9	8%	12%	7%	-2%	-18%	-6%	18%	?	-3%

(listing goes on)
nr	Compound	Gal4-VP16 FLuc	KCNH2 3.1 inh	Rab9 prom act	Mito fusion yeast	RORgamma inh	MBNL1-CUG inh	FLuc modulator	NPC1 promoter act	Menin MLL FP TR	ELG1 DNA repair	PKM2 activator
11	CCN(C(=O)CN1CCN(c2ccc(OC)cc2)CC1)c1c(N)n(Cc2ccccc2)c(=O)[nH]c1=O	-3%	15	2%	-1%	-4%	-7%	0%	-1%	9%	13%	3%
12	COC(=O)CC1C(=O)NCCN1C(=O)CSc1nnc(Nc2ccc(C)cc2)s1 (stereo unspecified)	-3%	nt	2%	1%	-16%	-8%	17µM*	0%	12%	6%	1%
13	CC(C)CN(C(=O)COc1cccc(-n2cnnn2)c1)C1CCS(=O)(=O)C1 (stereo unspecified)	2%	13	13%	2%	-21%	4%	5%	-10%	nt	1%	3%
14	Brc1ccc(OCCOc2cccc3cccnc23)cc1	19%	-7	8%	-5%	-29%	-1%[11.5 µM]	-10%	-1%	-3%	29%	-8%
15	CC1=C(C(=O)OCc2ccccc2)C(c2ccc3ccccc3c2)NC(=O)N1CCCCCC(=O)O (stereo unspecified)	-1%&-5%	-8	-1%	?	7.9µM*	2%	-13%	-1%	0%	1%	-1%&1%
16	COc1ccc(-n2c(Cc3cccn3C)nnc2SCC(=O)NC2CCCCC2)cc1	21%	-14	-1%	-8%	5%	-1%	2%	-3%	-14%	-2%	6%
17	CC(=O)Nc1cccc(C(=O)N(Cc2ccccc2)Cc2ccccc2)c1	-9%	1	-1%	2%	?	5%	0%	1%	-15%	-3%	0%[11.5 µM]
18	CCOc1cc(/C=N/NC(N)=O)cc(Br)c1OCc1ccccc1F	-6%	-11	-7%	25%	-9%	-2%	-1%	-3%	?	-17%	2%
19	Cc1ccccc1NC(=O)Cn1c(=O)n(Cc2ccccc2)c(=O)c2c(C)c(C)sc21	-22%	-21	-8%	-1%	-5%	-4%	0%&1%	-3%	-25%	0%	-10%
20	COc1cc(CN2CCC(N3CCC(C(=O)N4CCCC4)CC3)CC2)cc2c1OCO2	-1%	4	0%	-4%	13%	14%	0%	-3%	2%	1%	1%
21	COc1ccc2cc(C(=O)N/N=C/c3cc(OC)c(OC)c(OC)c3)[nH]c2c1	4%	-8	-2%	-4%	24%	?	6.7µM*	1%	?	?	nt
22	COc1ccc(-c2c(C)cc3oc(=O)cc(-c4ccccc4)c3c2C)cc1F	6%	-14	nt	nt	15%	nt	nt	nt	-16%	19%	nt
23	CCOc1ccc(CC(=O)Nc2sc(Cc3ccccc3)cc2C(N)=O)cc1OCC	7%	-17	-1%	-1%	26%	-1%	-2%	1%	12%	-6%	-6%
24	O=C(Cc1ccccc1)N1CCN(c2ccccc2F)CC1	3%	4	7%	0%	5%	-1%	0%	-6%	0%	-22%	-2%[11.5 µM]
25	CCOC(=O)C1Sc2ccccc2NC1=O (stereo unspecified)	2%	2	-5%	-3%	-27%	-8%	-7%	-1%	-3%	10%	1%
26	CC(C)CC(=O)N1CCN(S(C)(=O)=O)CC1	-5%	10	-4%	0%	-3%	3%	3%	1%	-4%	6%	9%
27	Nc1cc(Br)c(N)c(Br)c1	-2%	0	19%	-9%	21%[10 µM]	13%	1%	0%	7%	1%	2%
28	COc1ccccc1/C=N/NC(=O)c1nnn(-c2nonc2N)c1CN(C)c1ccccc1	-4%	-10	0%	4%	-17%	2%	2%	0%	-27%	-5%	nt
29	O=C1OCCC1Sc1nc2ccccc2s1 (stereo unspecified)	-1%	nt	-4%	-1%	-22%	-6%	0%	-4%	22%	3%	22%
30	O=C(NCC1CCCO1)c1cc2c([nH]c3ccccc32)c(-c2cccc(Cl)c2)n1 (stereo unspecified)	-13%	-3	-3%	6%	?	-6%	-2%	-4%	57%[activator]	?	2%
31	CCC(=O)NC(Nc1c(C)n(C)n(-c2ccccc2)c1=O)C(Cl)(Cl)Cl (stereo unspecified)	0%	4	-5%	6%	-1%	-8%	-2%	?	-4%	-1%	-3%
32	COc1ccc(/C=N/NC(=O)COc2ccccc2-c2ccccc2)cc1	?	-9	-14%	14%	?	?	-10%	-20%	-2%	-11%	-4%
33	Cc1ccc(C)c(-c2nc3cc(N)ccc3o2)c1	-6%	-7	?	3%	14%	13%	13µM*	20%	-1%	?	-1%
34	Cn1cnc(S(=O)(=O)Nc2ccc3c(c2)OCCO3)c1	2%	8	0%	-4%	4%	-4%	-2%	1%	nt	11%	0%
35	OCC1(Cc2ccccc2)CCN(C2CCN(c3ccccc3F)CC2)CC1	-7%	-41	-22%	-9%	12%	-25%	-1%	2%	-11%	?	6%
36	CCOCCCNC(=O)c1cn(C)c2ccc(S(=O)(=O)N(C)C3CCCCC3)cc2c1=O	0%	nt	9%	0%	1%	-5%	2%	-1%	-14%	?	8%
37	N#Cc1cnn2c1nc(N1CCCCC1)c1ccccc12	-5%	-8	-6%	0%	-19%	-12%	3%	-4%	nt	15%	-11%

Only part of the results is shown; count on the stated rates, not on these rows.
